NTMT1 inhibitor = NTMT1 methyltransferase inhibition; Q9BV86; NTMT1 MTase-Glo SAH luminescence, purified enzyme; hit rate 2.5% among 59,000; Potency, µM (titrated, usually from 114 µM), for inactives: at the highest dose activity change, negative = inhibition, actives largely listed as inhibitors;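 further: potency means the concentration at half of the fitted maximal effect; plate controls were DMSO vehicle for no effect and no enzyme for full effect; nearly all actives have a fitted effect of over 65% in size; many of its hits are not listed in these tables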
B2AR arrestin ag = agonists recruiting beta-arrestin to human beta2-adrenergic receptor; AID 1347077; 44,000 tested, under 10 active; P07550; HTLA Tango cells, beta-arrestin recruitment, luciferase luminescence, 18 h; Potency, µM (series often up to 46.1 µM), inactives show at the top dose activation, usual class: activators;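 further: potency means the concentration at half of the fitted maximal effect; 0% = DMSO and full agonism = EC100 isoproterenol or metaproterenol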
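Ligand-induced beta-arrestin recruitment to recombinant beta2-AR is measured via a tTA-driven luciferase reporter in Tango cells after 18 hr compound exposure at 37 degrees C. Concentrations span up to 46 microM.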
GALK inhibitor = GALK (human) enzyme inhibition. P51570. recombinant GALK, Kinase-Glo ATP luminescence, 1 h. Potency, µM (titrated, usually from 57.5 µM), without a hit: top-dose activity, negative = inhibition, usual class: inhibitors. AID 1347072. 44,000 tested, under 10 active;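 further: plate controls were full GALK reaction for no effect and reaction lacking GALK for full effect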
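Luminescent ATP-depletion readout (Kinase-Glo Plus, 10 min) after 1 h RT reaction of 5 nM GALK, 35 uM ATP, 100 uM galactose, pH 8.0 HEPES buffer. Decreased kinase activity scored as inhibition.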
FH mod = Identification of activators of human fumarate hydratase by quantitative high-throughput screening | Fumarate hydratase, mitochondrial (Homo sapiens), P07954 | FH coupled MDH/diaphorase resazurin fluorescence, 15 min | Potency, µM (titrated, usually from 79.9 µM), for inactives: top-dose activity change, negative = inhibition, actives largely listed as inhibitors | hit rate 0.22% among 54,000; further: potency means the concentration at half of the fitted maximal effect; on the % scale 0 is the no-effect control and ±100 the full control effect; the screen sought activators but most active calls are inhibition curves; nearly all actives have a fitted effect of over 45% in size
Target sequence (P07954 whole entry, looked up): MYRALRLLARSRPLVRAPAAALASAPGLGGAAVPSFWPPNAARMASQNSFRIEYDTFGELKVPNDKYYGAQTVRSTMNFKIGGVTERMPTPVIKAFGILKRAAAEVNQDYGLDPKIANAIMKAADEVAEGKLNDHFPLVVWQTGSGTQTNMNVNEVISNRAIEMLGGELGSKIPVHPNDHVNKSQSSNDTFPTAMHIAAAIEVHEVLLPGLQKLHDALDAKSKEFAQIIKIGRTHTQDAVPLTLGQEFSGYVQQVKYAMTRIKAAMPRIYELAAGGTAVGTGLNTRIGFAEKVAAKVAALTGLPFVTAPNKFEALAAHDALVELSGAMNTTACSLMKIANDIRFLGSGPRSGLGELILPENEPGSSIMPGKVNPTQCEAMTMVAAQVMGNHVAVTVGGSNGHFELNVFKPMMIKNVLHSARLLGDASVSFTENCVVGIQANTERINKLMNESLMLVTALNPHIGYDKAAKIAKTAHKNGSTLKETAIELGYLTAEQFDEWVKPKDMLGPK
PTAP-TSG101 blk = inhibitors of HIV-1 PTAP binding to human TSG101, validation | 44,000 tested, under 10 active | AID 1347069 | Potency, µM (top dose mostly 115 µM), for inactives: at the highest dose activity change, negative = inhibition, hits mostly inhibitors | Fluorescence polarization, FITC-PTAP peptide/Tsg101, 20 min; further: potency means the concentration at half of the fitted maximal effect; 0% is about no effect
Target sequence (Q99816 whole entry, looked up): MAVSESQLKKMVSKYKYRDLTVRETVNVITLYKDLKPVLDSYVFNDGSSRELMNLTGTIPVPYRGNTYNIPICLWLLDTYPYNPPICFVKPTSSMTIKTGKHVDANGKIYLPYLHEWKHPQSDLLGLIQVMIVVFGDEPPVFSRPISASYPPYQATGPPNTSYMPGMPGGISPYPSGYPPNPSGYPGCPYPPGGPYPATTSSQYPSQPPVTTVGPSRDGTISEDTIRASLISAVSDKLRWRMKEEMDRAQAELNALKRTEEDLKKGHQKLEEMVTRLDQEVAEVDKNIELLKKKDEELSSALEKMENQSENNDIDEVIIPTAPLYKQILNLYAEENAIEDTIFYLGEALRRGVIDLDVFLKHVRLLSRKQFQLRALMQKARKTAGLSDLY
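FITC-labeled PTAP peptide (50 nM final) binding to Tsg101 binding domain (10 uM final) read by fluorescence polarization after 20 min at r.t. in HEPES pH 7.5 buffer. Actives by CRC class, <25 µM.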
p53null 39C tox = kills p53 null cells at the nonpermissive temperature; hit rate 0.97% among 55,000; H1299 p53-null (neo) cells, 39C, ATPlite viability, 24 h; Potency, µM (top dose mostly 46.1 µM), for the others: at the highest dose activity, negative = cell killing, usual class: cytotoxic;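 further: potency means the concentration at half of the fitted maximal effect; 0% = DMSO only and -100% = full killing by 100 µM tamoxifen; nearly all actives have a fitted effect of over 50% in size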
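ATP-luminescence viability readout (ATPlite, 20 min RT) after 24 hr compound treatment at 39C of H1299-neo or H1299-p53A138V cells; titration up to 46 uM; normalized to DMSO and 100 uM tamoxifen; Hill-fit AC50.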
p53null 32C kill = kills p53 null cells at the permissive temperature; H1299-neo p53 null cells, ATP luminescence, 24 h, 32C; hit rate 0.62% among 55,000; AID 903; Potency, µM (top dose mostly 46.1 µM), inactives show top-dose activity change, negative = cytotoxicity, actives largely listed as cytotoxic;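 further: potency means the concentration at half of the fitted maximal effect; 0% = DMSO only and -100% = full killing by 100 µM tamoxifen; nearly all actives have a fitted effect of over 55% in size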
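Cytotoxicity: H1299-neo (no p53), 32C, 24 h treatment. Concentrations up to 46 uM. Readout cellular ATP, luminescence. Normalization to DMSO basal and tamoxifen 100 uM maximal kill.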
Starred values were filed as active, the others as inactive; [ ] = dose if it differs, or a comment. The call rests on the fitted dose curve; in most records, active means well fitted curve in the direction sought with a large enough effect; inconclusive means small, poorly fitted or top-dose-only effect, or another doubt; inactive means no such curve, though single readings can be large; an effect the other way counts as inactive or inconclusive. Not all compounds are listed. The share of hits here may be higher or lower than overall.

CCOc1ccc(NC(=O)CSc2nc3ccccc3c(=O)n2CCC(=O)NC2CCCCC2)cc1 was read as NTMT1 inhibitor 9%, B2AR arrestin ag -3%, GALK inhibitor 1%, FH mod 2%, PTAP-TSG101 blk -5%, p53null 39C tox 4% and p53null 32C kill -5%.
`COc1ccc(-c2c(C#N)c(SCC(=O)Nc3ccccc3C)nc(C)c2C(=O)Nc2ccc(Cl)cc2)cc1` gave NTMT1 inhibitor 0%, B2AR arrestin ag -1%, GALK inhibitor 0%, FH mod -32%, PTAP-TSG101 blk 3%, p53null 39C tox 17% and p53null 32C kill 9%.
Screening CC(=O)c1cc(C(=O)Nc2cc(C)cc(C)c2)c2ccccn12 returned NTMT1 inhibitor -2%, B2AR arrestin ag 0%, GALK inhibitor 0%, FH mod -16%, PTAP-TSG101 blk -5%, p53null 39C tox -21% and p53null 32C kill 2%.
Screening COc1ccc2c(c1)NC(c1ccc(OCC(C)C)cc1)=NC(c1ccncc1)=N2 returned NTMT1 inhibitor -6%, B2AR arrestin ag -1%, GALK inhibitor 2%, FH mod -23%, PTAP-TSG101 blk -4%, p53null 39C tox -4% and p53null 32C kill -2%.
For CCOc1ccc(NC(=O)CCCN2C(=O)C(c3ccccc3)Oc3cccnc32)cc1 (stereo unspecified) the results were NTMT1 inhibitor 2%, B2AR arrestin ag 1%, GALK inhibitor 1%, FH mod -1%, PTAP-TSG101 blk -1%, p53null 39C tox -6% and p53null 32C kill 4%.
Screening N#Cc1nc(COc2cccc(Cl)c2)oc1NCCc1ccccc1 returned NTMT1 inhibitor -5%, B2AR arrestin ag 1%, GALK inhibitor 2%, FH mod -13%, PTAP-TSG101 blk 0%, p53null 39C tox inconclusive and p53null 32C kill 18%.
`Cc1cc(C)c2sc(NC(=O)c3ccc(S(=O)(=O)N4CCOCC4)cc3)nc2c1` gave NTMT1 inhibitor 8%, B2AR arrestin ag 0%, GALK inhibitor 1%, FH mod 4%, PTAP-TSG101 blk -5%, p53null 39C tox -2% and p53null 32C kill -10%.
For Cn1c(Oc2cccc(Cl)c2)nc2c1c(=O)n(Cc1ccccc1Cl)c(=O)n2C the results were NTMT1 inhibitor 0%, B2AR arrestin ag 0%, GALK inhibitor 3%, FH mod -8%, PTAP-TSG101 blk 0%, p53null 39C tox 4% and p53null 32C kill -7%.
Screening COc1ccc(S(=O)(=O)N(CC(=O)NCCSc2ccccc2)c2ccc(Cl)cc2)cc1 returned NTMT1 inhibitor -3%, B2AR arrestin ag -2%, GALK inhibitor 1%, FH mod -19%, PTAP-TSG101 blk -3%, p53null 39C tox -4% and p53null 32C kill -6%.
For CC1CCN(S(=O)(=O)c2ccc3nc(N4CCN(c5ccccc5F)CC4)ccc3c2)CC1 the results were NTMT1 inhibitor -6%, B2AR arrestin ag 2%, GALK inhibitor 6%, FH mod -13%, PTAP-TSG101 blk 2%, p53null 39C tox 0% and p53null 32C kill -5%.
Screening CCOc1ccc(CNC(=O)CSc2c3c(nc4ccc(Cl)cc24)CCCC3)cc1 returned NTMT1 inhibitor inconclusive, B2AR arrestin ag 0%, GALK inhibitor -2%, FH mod -6%, PTAP-TSG101 blk 0%, p53null 39C tox -23% and p53null 32C kill -2%.
`CCN1C(=O)c2ccccc2Sc2ccc(NC(=O)Nc3ccc(C(C)=O)cc3)cc21` gave NTMT1 inhibitor 9%, B2AR arrestin ag -1%, GALK inhibitor inconclusive, FH mod -20%, PTAP-TSG101 blk -2%, p53null 39C tox -5% and p53null 32C kill -2%.

Pulled by structure from the list above (three):
Screening COc1ccc2c(c1)NC(c1ccc(OCC(C)C)cc1)=NC(c1ccncc1)=N2 returned NTMT1 inhibitor -6%, B2AR arrestin ag -1%, GALK inhibitor 2%, FH mod -23%, PTAP-TSG101 blk -4%, p53null 39C tox -4% and p53null 32C kill -2%.
For CC1CCN(S(=O)(=O)c2ccc3nc(N4CCN(c5ccccc5F)CC4)ccc3c2)CC1 the results were NTMT1 inhibitor -6%, B2AR arrestin ag 2%, GALK inhibitor 6%, FH mod -13%, PTAP-TSG101 blk 2%, p53null 39C tox 0% and p53null 32C kill -5%.
`COc1ccc(-c2c(C#N)c(SCC(=O)Nc3ccccc3C)nc(C)c2C(=O)Nc2ccc(Cl)cc2)cc1` gave NTMT1 inhibitor 0%, B2AR arrestin ag -1%, GALK inhibitor 0%, FH mod -32%, PTAP-TSG101 blk 3%, p53null 39C tox 17% and p53null 32C kill 9%.

Remaining list, next part:
Screening Cc1cccc(N2CCN(C(=O)c3oc(=O)c4ccccc4c3-c3ccccc3)CC2)c1C returned NTMT1 inhibitor 21%, B2AR arrestin ag 1%, GALK inhibitor 1%, FH mod 2%, PTAP-TSG101 blk 0%, p53null 39C tox 6% and p53null 32C kill 5%.
COc1ccc(Br)cc1CNC(=O)C1CCCCN1S(=O)(=O)c1ccc(F)cc1 (stereo unspecified) was read as B2AR arrestin ag 0%, GALK inhibitor -2%, PTAP-TSG101 blk 1%, p53null 39C tox 11% and p53null 32C kill 1%.
Screening CCOC(=O)c1ccc(-c2ccc(/C=C(\C#N)C(=O)Nc3cccc(C)c3)o2)cc1 returned NTMT1 inhibitor -3%, B2AR arrestin ag -1%, GALK inhibitor 0%, FH mod -9%, PTAP-TSG101 blk 4%, p53null 39C tox 23% and p53null 32C kill 1%.
COc1ccc(N(C)C(=O)c2cn(C)c(=O)c3cc(OC)c(OC)cc23)cc1 was read as NTMT1 inhibitor 0%, B2AR arrestin ag 1%, GALK inhibitor 0%, FH mod -36%, PTAP-TSG101 blk -6%, p53null 39C tox 34%[activator] and p53null 32C kill 7%.
For Cc1cccc(-c2nc(SCC(=O)Nc3ccc4c(c3)OCO4)c(-c3ccccc3)[nH]2)c1 the results were NTMT1 inhibitor -30%, B2AR arrestin ag -2%, GALK inhibitor 0%, FH mod inconclusive, PTAP-TSG101 blk -2%, p53null 39C tox 13% and p53null 32C kill -12%.
CCOc1ccc(C2C(C(=O)Nc3ccc(Cl)cc3)=C(C)Nc3nc(C(F)(F)F)nn32)cc1 (stereo unspecified) was read as NTMT1 inhibitor -4%, B2AR arrestin ag 1%, GALK inhibitor 5%, FH mod 8%, PTAP-TSG101 blk 0%, p53null 39C tox inconclusive and p53null 32C kill -5%.
O=C(COc1ccc2ccccc2c1)NC1CC(=O)N(c2cccc(F)c2)C1 (stereo unspecified) was read as NTMT1 inhibitor 6%, B2AR arrestin ag -3%, GALK inhibitor 4%, FH mod -21%, PTAP-TSG101 blk -1%, p53null 39C tox 27% and p53null 32C kill 0%.
For O=S(=O)(Nc1ccc(Cl)cc1)c1ccc(NS(=O)(=O)c2ccc3c(c2)OCCO3)cc1 the results were NTMT1 inhibitor -5%, B2AR arrestin ag 1%, GALK inhibitor 1%, FH mod inconclusive, PTAP-TSG101 blk 0%, p53null 39C tox 23% and p53null 32C kill 25%.
`COc1ccc(N2CC(NC(=O)c3ccco3)CC2=O)cc1OC` (stereo unspecified) gave NTMT1 inhibitor -8%, B2AR arrestin ag -3%, GALK inhibitor 0%, FH mod 0%, PTAP-TSG101 blk 3%, p53null 39C tox 4% and p53null 32C kill -5%.
`CCN1C(=O)c2ccccc2Sc2ccc(NC(=O)c3ccc(C)c(F)c3)cc21` gave NTMT1 inhibitor 6%, B2AR arrestin ag 5%, GALK inhibitor -1%, FH mod inconclusive, PTAP-TSG101 blk 1%, p53null 39C tox -3% and p53null 32C kill 14%.
For CCCCN(CC)c1ncnc2c1sc1nc(N3CCOCC3)c3c(c12)CCCC3 the results were B2AR arrestin ag -2%, GALK inhibitor 0%, PTAP-TSG101 blk 1%, p53null 39C tox 5% and p53null 32C kill 8%.
COc1cc2c(=O)c(C(=O)c3ccc(C)c(C)c3)cn(Cc3ccccc3F)c2cc1OC was read as NTMT1 inhibitor -24%, B2AR arrestin ag 0%, GALK inhibitor 7%, FH mod -36%, PTAP-TSG101 blk -2%, p53null 39C tox 14% and p53null 32C kill -23%.
`COc1ccc(-c2cc3ccc(O)c(CN4CCCCC4C)c3oc2=O)cc1OC` (stereo unspecified) gave NTMT1 inhibitor -17%, B2AR arrestin ag 0%, GALK inhibitor 0%, FH mod inconclusive, PTAP-TSG101 blk -4%, p53null 39C tox 4% and p53null 32C kill 0%.
Screening Cc1nc2ccccc2n1CCc1nc2c3ccccc3nc(SCc3ccccc3F)n2n1 returned NTMT1 inhibitor 0%, B2AR arrestin ag -2%, GALK inhibitor 3%, FH mod -4%, PTAP-TSG101 blk -1%, p53null 39C tox 3% and p53null 32C kill -7%.
`COc1ccccc1-n1c(=O)c2c3c(sc2n(Cc2ccccc2F)c1=O)CN(C(C)=O)CC3` gave NTMT1 inhibitor 2%, B2AR arrestin ag -1%, GALK inhibitor 0%, FH mod -29%, PTAP-TSG101 blk 4%, p53null 39C tox -2% and p53null 32C kill -8%.
Cc1ccc(C)c(Cn2c(=O)cc(C)c3c(C)nn(-c4cccc(F)c4)c32)c1 was read as NTMT1 inhibitor 5%, B2AR arrestin ag 3%, GALK inhibitor -1%, FH mod 5%, PTAP-TSG101 blk -1%, p53null 39C tox 1% and p53null 32C kill 6%.
Screening COc1cc(OC)cc(-c2nc3n(n2)C(c2ccccc2)C(C(N)=O)=C(C)N3)c1 (stereo unspecified) returned NTMT1 inhibitor 14%, B2AR arrestin ag 0%, GALK inhibitor 3%, FH mod -4%, PTAP-TSG101 blk 0%, p53null 39C tox -3% and p53null 32C kill 4%.
For COc1ccc(Nc2c3c(nc4ccc(NC(=O)/C=C/c5cc(OC)c(OC)c(OC)c5)cc24)CCCC3)cc1OC the results were NTMT1 inhibitor 3%, B2AR arrestin ag 0%, GALK inhibitor -1%, FH mod inconclusive, PTAP-TSG101 blk -8%, p53null 39C tox 7.1µM* and p53null 32C kill 13µM*.
`CC(C)C(=O)Nc1ccc2nc(SCC(=O)N3CCc4ccccc43)sc2c1` gave NTMT1 inhibitor 9%, B2AR arrestin ag -4%, GALK inhibitor -6%, FH mod -13%, PTAP-TSG101 blk 2%, p53null 39C tox -24% and p53null 32C kill -29%.
`Cc1ccc(S(=O)(=O)c2cn(CC(=O)Nc3ccc4c(c3)OCO4)c3ccccc3c2=O)cc1C` gave NTMT1 inhibitor -21%, B2AR arrestin ag -2%, GALK inhibitor 1%, FH mod -26%, PTAP-TSG101 blk 1%, p53null 39C tox 0% and p53null 32C kill 12%.
Screening CCN1CCN(Cc2c(O)ccc3c(=O)c(Oc4ccccc4Cl)c(C(F)(F)F)oc23)CC1 returned NTMT1 inhibitor 2%, B2AR arrestin ag 0%, GALK inhibitor 8%, FH mod -10%, PTAP-TSG101 blk -1%, p53null 39C tox -18% and p53null 32C kill 3%.
